High-throughput results as filed in PubChem BioAssay.
Cathepsin G inh = human cathepsin G inhibitors, primary screen, biochemical, pooled compound mixtures, AMC fluorescence. P08311. purified enzyme, AMC-tetrapeptide fluorescence. inhibition, % at 5 µM (by protocol). hit rate 0.2% among 62,000. AID 581, 2007;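 active = inhibition above 20% in each of the two mixture wells holding the compound; inactive = inhibition of 20% or less in either well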;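 note: 0% = enzyme control without mixture and 100% = blank lacking enzyme; strong numbers were not always called active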
Ec RNAP inh = E. coli RNAP inhibitors, biochemical. DNA-directed RNA polymerase subunit beta (Escherichia coli (strain K12)), P0A8V2. AID 559, 2006. inhibition, %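 (tested at 10 µM)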. E. coli RNA polymerase, fluorescence transcription assay. hit rate 0.2% among 62,000; in the data active = inhibition above about 20%;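 note: 0% = enzyme without compound and 100% = no enzyme blank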
FXIa inh mix = FXIa protease inhibitors in compound pools, primary screen, biochemical, 10-compound mixtures | Coagulation factor XI (Homo sapiens), P03951 | hit rate 0.19% among 62,000 | AID 680, 2007 | inhibition, % at 5 µM | purified FXIa, fluorogenic substrate, pooled mixtures; in the data active = inhibition above about 20%, passing the limit was not always enough;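 note: each value is inhibition by a whole ten-compound pool holding the compound; 0% = enzyme with no mixture and 100% = wells lacking enzyme; strong numbers were not always called active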
Target sequence (P03951 19-387 limits assumed): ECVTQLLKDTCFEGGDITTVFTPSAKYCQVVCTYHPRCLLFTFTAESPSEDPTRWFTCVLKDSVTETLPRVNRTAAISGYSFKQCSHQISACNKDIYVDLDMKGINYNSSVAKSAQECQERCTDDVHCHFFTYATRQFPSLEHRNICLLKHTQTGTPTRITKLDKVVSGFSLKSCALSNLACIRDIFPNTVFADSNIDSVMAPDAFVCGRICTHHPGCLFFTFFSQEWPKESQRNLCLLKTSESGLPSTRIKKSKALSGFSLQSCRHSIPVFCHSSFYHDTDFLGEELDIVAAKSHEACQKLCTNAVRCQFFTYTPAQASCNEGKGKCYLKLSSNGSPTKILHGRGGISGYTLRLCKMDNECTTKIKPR
Target sequence (P03951 388-625 limits assumed): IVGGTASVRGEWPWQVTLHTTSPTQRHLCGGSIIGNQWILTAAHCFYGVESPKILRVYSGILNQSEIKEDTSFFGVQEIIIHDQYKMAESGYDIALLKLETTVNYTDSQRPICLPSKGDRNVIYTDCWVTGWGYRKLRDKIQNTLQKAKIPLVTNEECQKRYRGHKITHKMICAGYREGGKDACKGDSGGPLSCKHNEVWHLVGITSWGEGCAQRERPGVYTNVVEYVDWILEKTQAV
CatB mixtures = cathepsin B inhibitors from pooled compounds, primary screen, biochemical, compound mixtures, AMC fluorescence. P07858. Purified cathepsin B, AMC dipeptide fluorescence. inhibition, %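 (ten-compound pools at 5 µM per compound and 50 µM total)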. hit rate 0.06% among 62,000. AID 488, 2006; in the data active = inhibition above about 22%, passing the limit was not always enough;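 note: 0% = enzyme without compound and 100% = no enzyme blank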
C1s inh = complement C1s protease inhibitors, primary screen, biochemical, 10-compound mixtures; hit rate 0.16% among 62,000; Complement C1s subcomponent (Homo sapiens), P09871; purified C1s, fluorogenic AMC substrate, pooled mixtures; mean inhibition % of two 10-compound mixtures (stronger effect = higher value), % at 5 µM (by protocol);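 active = inhibition above 20% in each of the two 10-compound mixture wells holding the compound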;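 note: 0% = enzyme wells lacking compound mixture and 100% = no-enzyme blank wells; some compounds called inactive have numbers as strong as hits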
AP complement = alternative complement pathway inhibitors, primary screen, biochemical, ELISA, human serum, orthogonally pooled compounds. LPS-coated ELISA, C3 deposition; tested in compound mixtures. inhibition, % at 5 µM. hit rate 0.08% among 62,000. AID 1235, 2008;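 active = inhibition above 30% in each of the two pooled mixtures holding the compound, so the lower value exceeds 30%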;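 note: 0% = serum in Mg-EGTA without compound and 100% = EDTA serum blank; some compounds past the cut are filed as inactive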
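Medium: diluted human serum in Mg2+-EGTA GVB++. Assay system: human serum complement alternative pathway, C3 deposition onto LPS. Also added: Plate-bound LPS. Technique: Anti-C3 ELISA, OD 450 nm. Measure: percent inhibition. Incubation: 1 h at 37 °C. Dosing: 5 µM each compound, pools of ten, 50 µM per pool.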
CatB block = human cathepsin B inhibitors, primary screen, biochemical, fluorogenic substrate. P07858. purified cathepsin B, fluorescence. AID 453, 2006. inhibition, %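 (tested at 10 µM)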. hit rate 0.1% among 63,000; in the data active = inhibition above about 21%;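 note: 0% = enzyme with no compound and 100% = no enzyme blank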
CatL inh = inhibitors of human cathepsin L, biochemical; hit rate 0.17% among 58,000; inhibition, %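 (tested at 10 µM)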; purified cathepsin L, fluorogenic substrate, fluorescence; Procathepsin L (Homo sapiens), P07711; in the data active = inhibition above about 45%;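 note: 0% = enzyme with no compound and 100% = no enzyme blank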
Target sequence (P07711 114-288 limits assumed): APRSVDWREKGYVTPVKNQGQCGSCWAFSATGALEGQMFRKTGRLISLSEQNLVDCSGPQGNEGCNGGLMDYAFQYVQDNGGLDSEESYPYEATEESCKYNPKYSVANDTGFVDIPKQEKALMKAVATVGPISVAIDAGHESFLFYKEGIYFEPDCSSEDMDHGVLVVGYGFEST
Target sequence (P07711 292-333 limits assumed): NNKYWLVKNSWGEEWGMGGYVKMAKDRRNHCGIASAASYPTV
CatS block = inhibitors of human cathepsin S, biochemical, compound mixtures. AID 501, 2006. P25774. inhibition, %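 (tested at 5 µM per compound within 10-compound mixtures)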. recombinant cathepsin S, AMC dipeptide fluorescence, pooled mixtures. hit rate 0.06% among 62,000; in the data active = inhibition above about 32%, passing the limit was not always enough;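 note: 0% = enzyme without compound and 100% = blank without enzyme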
Target sequence (P25774 115-331 limits assumed): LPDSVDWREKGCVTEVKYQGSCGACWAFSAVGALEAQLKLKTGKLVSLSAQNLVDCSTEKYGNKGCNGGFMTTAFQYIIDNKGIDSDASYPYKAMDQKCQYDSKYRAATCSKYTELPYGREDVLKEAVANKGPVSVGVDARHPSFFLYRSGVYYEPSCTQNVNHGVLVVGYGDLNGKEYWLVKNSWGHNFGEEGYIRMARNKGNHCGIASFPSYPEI
An asterisk follows results filed as active; / = not tested or not shown. The list is partial; count on the stated rates, not on these rows.

Screens in order: Cathepsin G inh	Ec RNAP inh	FXIa inh mix	CatB mixtures	C1s inh	AP complement	CatB block	CatL inh	CatS block
- CC1CCN(CCc2nc3cc(NS(=O)(=O)c4ccc(F)cc4)ccc3n2C)CC1
  10	6	-1	-11	1	0	1	8	-10
- CN(C)Cc1nc2c(c(=O)[nH]1)C1(CCCCC1)Cc1ccccc1-2
  11	4	7	1	13	10	0	2	-2
- CCNC(=O)c1cc2c(=O)n3cccc(C)c3nc2n(Cc2ccc(C)cc2)c1=N
  -27	-8	-34	-18	-119	20	-32	-63	-36
- CCOC(=O)c1sc(NC(=O)CSc2ncn[nH]2)c(C#N)c1C
  8	7	1	4	-19	9	4	-3	-5
- c1cc2c(cc1Nc1nc(-c3ccc4c(c3)OCO4)cs1)OCCO2
  -1	-1	7	4	0	-3	3	-6	6
- Cc1ccc(-n2nnc3c(SCC(=O)N4CCN(c5ccccc5)CC4)ncnc32)cc1
  0	1	-10	0	-42	7	5	-8	-6
- COc1cc(OC)c(NC(=O)CCc2nc(-c3ccc(C)cc3)no2)cc1Cl
  -7	5	8	4	-41	-1	6	24	6
- COc1ccc(CC(NC(C)=O)C(=O)NC2CCN(S(=O)(=O)c3ccccc3)CC2)cc1OC (centres undefined)
  -5	-2	5	2	-69	20	-8	-4	-1
- CSc1nnc([C@@H](NC(=O)OC(C)(C)C)C(C)C)o1
  5	2	7	1	3	3	6	12	-3
- CC(NC(=O)Cc1ccsc1)c1ccc(S(N)(=O)=O)cc1 (centres undefined)
  7	4	0	3	1	18	1	/	-5
- COc1ccc(OC)c(C(=O)CSc2nnc(-c3ccc(OC)c(OC)c3)o2)c1
  5	6	8	10	-3	16	1	-4	-7
- C=CCSc1nnc(Cc2c(C)[nH]c3ccccc23)o1
  14	6	0	-7	5	23	2	-1	1
- CCCCCNC(=O)C(C)NS(=O)(=O)c1ccc(OC)cc1 (centres undefined)
  6	1	3	0	9	15	5	2	-3
- Nc1cc(-c2ccc(Br)cc2)nn1S(=O)(=O)c1ccccc1
  -15	2	-18	-2	-66	13	1	-1	-19
- COc1ccc(NC(=O)CN2CCN(S(=O)(=O)c3ccc(Cl)cc3)CC2)cc1Cl
  10	7	-2	0	0	-1	6	10	12
- COc1ccc2c(c1)C1(Nc3ccccc3-c3nc4ccccc4n31)C(=O)N2C (centres undefined)
  7	11	5	3	13	8	2	-1	-5
- CCS(=O)(=O)Nc1ccc(-c2nnc(SCC(=O)c3ccc(NC(C)=O)c(OC)c3)o2)cc1
  38	-3	25	2	1	3	0	13	4
- COc1ccc(-c2nnc(SCC(=O)c3ccco3)n2-c2ccccc2)cc1
  -5	-2	3	2	2	5	1	3	-3
- Cc1ccc(-c2nnn(CC(=O)NC3CC4CCC3C4)n2)cc1 (centres undefined)
  0	6	-6	-1	-11	6	1	3	15
- COc1ccccc1N1CCN(C(=O)CN(Cc2ccccc2)S(C)(=O)=O)CC1
  1	-4	8	-3	4	20	2	0	5
- COc1ccc(Cl)cc1Nc1nc(C)cc(=O)[nH]1
  -1	9	3	6	-30	11	0	-3	-9
- COc1ccc(OCc2nnc(SCC(N)=O)n2-c2ccccc2OC)cc1
  11	3	0	-6	6	5	-2	9	-3
- CCOc1ccc(C(c2nnnn2Cc2ccccc2)N2CCN(C(=O)c3ccco3)CC2)cc1 (centres undefined)
  -1	-3	6	9	0	7	10	4	11
- CSc1nsc(SCc2cnc(C)nc2N)n1
  -1	2	3	0	2	13	0	-7	-1
- O=C(CN1CCOc2ccccc21)NC1CCCCCCC1
  8	12	3	1	11	1	4	27	2
- C1CCC2=NCCCN2CC1
  -1	9	9	1	17	2	3	-4	-8
- O=C(Nc1nc(-c2cccs2)cs1)c1cccc(S(=O)(=O)N2CCCCC2)c1
  5	7	3	4	8	12	-3	25	1
- CCN1C(=O)c2ccccc2S(=O)c2ccc(C(=O)N3CCCCCC3)cc21 (centres undefined)
  -2	2	13	6	-26	14	-2	/	3
- N#Cc1nc(-c2cccc3ccccc23)oc1NCCN1CCOCC1
  -6	-11	-14	0	-65	-1	-8	-44	-7
- COc1ccccc1Nc1nc(N)nc(CSc2nc(C)cc(C)n2)n1
  11	3	4	3	11	-2	0	3	5

Copied from the entries so far, two compounds:
Screens in order: Cathepsin G inh	Ec RNAP inh	FXIa inh mix	CatB mixtures	C1s inh	AP complement	CatB block	CatL inh	CatS block
- N#Cc1nc(-c2cccc3ccccc23)oc1NCCN1CCOCC1
  -6	-11	-14	0	-65	-1	-8	-44	-7
- COc1ccccc1Nc1nc(N)nc(CSc2nc(C)cc(C)n2)n1
  11	3	4	3	11	-2	0	3	5

New compounds follow:
Screens in order: Cathepsin G inh	Ec RNAP inh	FXIa inh mix	CatB mixtures	C1s inh	AP complement	CatB block	CatL inh	CatS block
- O=C(COc1ccc(S(=O)(=O)NC2CCCC2)cc1)N1CCCCCC1
  -10	-7	0	-4	-41	-6	-4	/	-3
- O=C1CC(C2CCCO2)C(=O)N1c1cccc(Cl)c1 (centres undefined)
  -1	-1	5	-2	26	4	-1	/	-4
- Cc1n[nH]c(=O)nc1NCC1CCCO1 (centres undefined)
  2	11	2	8	-6	7	-3	-6	9
- COc1ccc(-n2nc3cc(C)c(N)c(Br)c3n2)cc1
  8	8	3	4	7	4	2	-1	6
- CCN1C(=O)/C(=C2\SC(=S)N(CCCOC)C2=O)c2ccccc21
  13	6	10	3	16	10	5	16	2
- Cn1c2ccccc2c2nnc(SCc3ccc4nonc4c3)nc21
  -5	7	-4	3	-23	6	-7	12	4
- CC(=O)NCCc1nc2ccccc2n1Cc1ccccc1
  -2	-3	6	-1	0	28	0	-3	7
- Cc1ccc(CNC(=O)CCS(=O)(=O)c2ccc(Br)s2)o1
  7	6	1	4	-23	16	0	-4	-5
- O=C(COc1ccc(Cl)cc1Cl)Nc1nc2n(n1)C(c1ccccc1)CC(=O)N2 (centres undefined)
  9	12	5	4	7	7	2	0	12
- CCC(NS(=O)(=O)c1ccc(OC)cc1)C(=O)O (centres undefined)
  9	14	-4	-6	-3	-3	2	12	28
- O=C(NCc1ccccc1)C1CCN(S(=O)(=O)c2cccc3cccnc23)CC1
  -6	5	4	4	0	-3	5	15	14
- CC1(C)CC(=O)C(C=NCCCN2CCCC2=O)=C(O)C1
  3	5	8	0	0	0	3	10	0
- COC(=O)c1cc(OC)c(OC)cc1NC(=O)c1c(-c2ccccc2Cl)noc1C
  4	-4	13	-1	-9	15	0	0	-8
- COc1cccc(C(=O)N2CCN(C3CCC(c4ccccc4)CC3)CC2)c1 (centres undefined)
  -10	-1	4	3	-20	3	3	-7	1
- O=C(NC1CCCCC1)C1CCN(S(=O)(=O)c2cccs2)CC1
  -2	4	4	6	-17	1	3	4	10
- COC(=O)c1nnn(-c2nonc2N)c1CN1CCc2ccccc21
  2	8	2	2	1	0	-1	3	8
- COc1ccccc1OCCNC(=O)c1ccccc1C
  -4	5	-1	3	-4	5	6	3	8
- COc1ccc(OC)c(NC(=O)c2nnn(Cc3ccccc3C)c2N)c1
  9	3	3	0	2	21	2	-3	0
- Cc1nnc2n(C3CCCCC3)c(=O)c3c4c(sc3n12)CCC4
  3	8	3	-1	7	5	-1	/	2
- CC1(C)CC(=O)C2=C(C1)N(CC1CCCO1)C(=O)C2(O)C(F)(F)F (centres undefined)
  10	12	1	3	-21	-14	-1	-2	5
- COc1ccc(C)cc1S(=O)(=O)N(CC(N)=O)Cc1ccccc1
  -4	6	10	6	-13	4	3	5	0
- N#Cc1c(SCC(N)=O)nc2c(c1-c1ccc(O)cc1)CCCC2
  7	9	-7	-5	-23	-3	5	31	5
- CCOC(=O)CSc1nnc(-c2ccncc2)o1
  8	4	1	-6	0	11	3	/	-1
- COc1ccccc1N1CCN(CCCNC(=O)Nc2ccccc2)CC1
  1	6	8	7	0	10	-2	0	3
- CCCNC(=O)Cc1ccsc1
  -3	11	-5	-4	-22	-1	2	22	5
- CC(=O)c1cccc(-n2c(CCC(=O)O)ccc2-c2cccs2)c1
  0	-1	-9	-1	-12	29	-2	-18	-6
- COc1ccc(C)cc1S(=O)(=O)N(CC(=O)N1CCOCC1)Cc1ccccc1
  0	6	1	5	-11	10	-4	-5	2
- CCOC(=O)COc1nc(C)c(Br)c(OC)n1
  7	6	9	2	12	15	6	/	-5
- C/C(=N\O)C(=O)NCc1ccncc1
  -2	3	5	8	1	12	10	6	13
- CS(=O)(=O)N(CC(=O)NCCSc1ccccc1)c1ccc2c(c1)OCO2
  37	-3	25	2	1	10	5	-2	0
- COc1ccccc1N1CCN(C(=O)C2CCCO2)CC1 (centres undefined)
  9	4	15	4	7	5	0	9	0
- O=C(Nc1nnc(/N=C/c2ccco2)s1)c1ccc(F)cc1
  6	0	2	1	-10	13	3	2	43
- CC(C)Oc1ccc(-c2nn(-c3ccccc3)cc2/C=c2\sc3ncnn3c2=O)cc1
  -13	-10	3	1	-12	-11	-3	-92	15
- Cc1ccc(NC(=O)c2ccc(S(=O)(=O)NCC3CCCO3)cc2)cc1 (centres undefined)
  -8	6	-1	1	-26	3	1	-4	-6
- CCCn1[nH]cc(SC)c(=O)c1=O
  9	6	9	4	16	6	3	14	3
- CC1=C(C)CC(C(=O)Nc2cccc(Cl)c2)C(C(=O)O)C1 (centres undefined)
  15	5	4	3	18	9	3	0	2
- S=c1[nH]nc(-c2ccccc2)n1C1C=CCCC1 (centres undefined)
  6	3	-3	-8	-6	3	2	-1	-2
- Cc1ccc(-c2nc(N)n(C(=O)c3cccnc3)n2)cc1
  12	2	6	5	20	23	-1	9	-2
- CCN(C(=O)COc1cc(=O)n(CC)c2ccccc12)c1cccc(Cl)c1
  10	11	4	4	18	8	25*	3	6
- CCN(CC)CCCN1C(=O)C(=O)/C(=C(/O)c2ccc3c(c2)OCCO3)C1c1ccc(C)o1 (centres undefined)
  5	-1	-4	-1	-30	5	15	-4	-9
- CC(C)(O)/C=C1/Oc2ccccc2C1N1CCCCC1 (centres undefined)
  1	8	3	6	-3	8	1	11	4
- CC1(C)C2CCC(C2)C1(C)NC(=O)CN1CCOCC1 (centres undefined)
  6	7	-5	3	-40	18	1	14	4
- Cc1nn(-c2ccccc2)c2nc(=O)n(-c3ccccc3)cc12
  14	1	9	-3	5	10	-1	-3	-4
- c1ccc(Cn2nnnc2-c2ccco2)cc1
  9	4	5	0	8	-13	-1	-1	-3
- COC(=O)[C@H](CCSC)NC(=O)NCc1cccs1
  -6	4	6	1	-1	-6	-2	-3	4
- COC(=O)c1cc2ccsc2n1CC(=O)NCC1CCCO1 (centres undefined)
  8	1	5	2	7	17	-1	-5	-6
- OC(CN1CCCCC1)Cn1c(C(F)(F)F)nc2ccccc21 (centres undefined)
  14	11	1	-10	4	2	-3	3	-2
- Cc1c(C(=O)OC(C)C)[nH]c2c1C(=O)CCC2
  8	5	6	4	14	12	2	10	-7
- O=c1c2ccccc2oc2nc(C3CCCCC3)n(Cc3ccco3)c(=O)c12
  7	/	9	1	-7	31	-1	-12	-9
- CCOC(=O)C1CCN(C(=O)c2cccc(Cl)c2)CC1
  -12	2	-23	-16	-155	25	6	-14	-21
